ALDH1A1 inh: inhibitors of human aldehyde dehydrogenase 1A1 | P00352 | Purified ALDH1A1, NADH fluorescence, propionaldehyde substrate | Potency, µM (doses to about 75.3 µM), inactives show at the highest dose activity, negative = inhibition, usual class: inhibitors | 7.3% of 220,000 active | AID 1030; active = well fitted inhibition curve with a large enough effect, not every such curve was filed as active; inconclusive = small, poorly fitted or top-dose-only effect, or another doubt; inactive = no such curve, though single readings can be large or run the other way;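 also: plate controls were no enzyme wells and a reference inhibitor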
Target sequence (P00352 whole entry, looked up): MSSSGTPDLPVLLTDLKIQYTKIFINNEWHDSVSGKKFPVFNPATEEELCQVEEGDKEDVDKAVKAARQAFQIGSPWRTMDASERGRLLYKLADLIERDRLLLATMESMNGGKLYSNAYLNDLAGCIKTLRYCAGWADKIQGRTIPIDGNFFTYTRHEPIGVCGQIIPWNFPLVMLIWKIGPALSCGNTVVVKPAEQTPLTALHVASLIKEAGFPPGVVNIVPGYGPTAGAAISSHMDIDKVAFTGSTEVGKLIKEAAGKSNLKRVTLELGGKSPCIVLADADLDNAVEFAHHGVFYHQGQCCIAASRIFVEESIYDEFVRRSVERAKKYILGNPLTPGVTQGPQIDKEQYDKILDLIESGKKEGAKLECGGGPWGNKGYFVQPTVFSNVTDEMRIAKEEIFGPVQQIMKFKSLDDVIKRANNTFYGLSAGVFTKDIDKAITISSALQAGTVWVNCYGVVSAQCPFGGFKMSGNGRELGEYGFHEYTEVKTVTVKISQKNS
Tau FP inhib: inhibitors of human tau fibril formation. 0.39% of 280,000 active. P10636. Potency, µM (top dose mostly 57.7 µM), without a hit: at the highest dose activity, negative = inhibition, usual class: inhibitors. K18 P301L tau heparin fibrillization, Alexa594 FP, 6 h; also: % is scaled to controls: 0 for no effect and ±100 for the full control effect; nearly all actives have a fitted effect of over 55% in size
Target sequence (P10636 561-689 P618L limits assumed): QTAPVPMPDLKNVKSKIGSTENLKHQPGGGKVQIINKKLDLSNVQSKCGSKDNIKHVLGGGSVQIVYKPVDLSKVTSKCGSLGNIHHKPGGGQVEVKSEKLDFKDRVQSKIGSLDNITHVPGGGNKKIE
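K18 P301L tau (15 uM unlabeled/0.24 uM Alexa 594-labeled, final) + compound + heparin 20 uM final; 100 mM NaOAc pH 7; 6 hr 37 C; ThT 30 uM final added, 1 hr RT; FP ex 555/em 632 nm.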
HttQ103 aggreg: reduces HttQ103-GFP aggregates in PC12 cells; 1.1% of 220,000 active; AID 1688; PC12 HttQ103-GFP aggregates, Acumen cytometry, 40 h; Potency, µM (series often up to 46.1 µM), inactives show at the highest dose activity change, negative = inhibition, actives largely listed as inhibitors; also: % is scaled to controls: 0 for no effect and ±100 for the full control effect; nearly all actives have a fitted effect of over 60% in size
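Compounds (qHTS titration) were added to PC12 cells expressing an ecdysone-driven HTT exon 1 Q103–GFP fusion after induction with 100 nM tebufenozide. Aggregate formation was measured as GFP objects in cell lysates.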
SMN2 splice enh: increases expression of the SMN2 splice variant; HEK293 SMN2-luciferase splicing reporter, luminescence, 30-36 h; Potency, µM (highest dose often 46.1 µM), inactives show at the top dose activity change, positive = activation, actives largely listed as activators; 2.8% of 210,000 active; AID 1458; also: % of control where 0% means no effect; nearly all actives have a fitted effect of over 55% in size
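qHTS luciferase splicing reporter: luminescence rises when SMN2 exon 7 is included in transfected HEK293 cells. Compound exposure lasted 30-36 h at 37C, with 4.5 mM final sodium butyrate as control, followed by a ONE-Glo read.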
JMJD2E inh: blocks human JMJD2E demethylase activity; B2RXH2; JMJD2E catalytic domain, FDH-coupled NADH fluorescence (FDH is formaldehyde dehydrogenase); 1.6% of 230,000 active; Potency, µM (titrated, usually from 57.1 µM), for inactives: at the highest dose activity change, negative = inhibition, actives largely listed as inhibitors; AID 2147; active = well fitted inhibition curve with a large enough effect, not every such curve was filed as active; inconclusive = small, poorly fitted or top-dose-only effect, or another doubt; inactive = no such curve, though single readings can be large or run the other way;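 also: 0% = wells with enzyme and -100% = buffer wells without enzyme; nearly all actives have a fitted effect of over 50% in size; many of its hits are not listed in these tables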
Target sequence (B2RXH2 1-337 limits assumed): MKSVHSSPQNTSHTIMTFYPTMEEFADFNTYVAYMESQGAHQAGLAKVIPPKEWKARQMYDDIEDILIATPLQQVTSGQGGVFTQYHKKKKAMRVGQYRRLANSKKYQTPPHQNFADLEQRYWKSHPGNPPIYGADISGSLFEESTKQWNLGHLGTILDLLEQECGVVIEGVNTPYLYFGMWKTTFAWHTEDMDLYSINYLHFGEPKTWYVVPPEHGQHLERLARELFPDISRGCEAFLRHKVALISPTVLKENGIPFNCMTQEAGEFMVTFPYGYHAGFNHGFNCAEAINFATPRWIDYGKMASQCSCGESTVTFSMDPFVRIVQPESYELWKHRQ
Tau fluor cs: counter-screen for tau fibril formation inhibitors; tau K18 P301L Alexa594 fluorescence, heparin fibrillization; AID 1463; 0.93% of 280,000 active; Potency, µM (top dose mostly 57.7 µM), without a hit: at the highest dose activity change, negative = decrease; also: % is scaled to controls: 0 for no effect and ±100 for the full control effect; nearly all actives have a fitted effect of over 55% in size
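Human K18 P301L tau (15 uM unlabeled plus 0.24 uM Alexa 594-labeled, final) in 100 mM sodium acetate pH 7 was mixed with compound and 20 uM heparin and incubated 6 hr at 37 C.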
Tau fibril ThT: inhibitors of human tau fibril formation, thioflavin T binding | P10636 | recombinant tau K18 P301L (four-repeat tau fragment), heparin-induced fibrillization, ThT fluorescence | Potency, µM (highest dose often 57.4 µM), for the others: top-dose activity, negative = inhibition, usual class: inhibitors | 2.1% of 270,000 active | AID 1460; also: % is scaled to controls: 0 for no effect and ±100 for the full control effect; nearly all actives have a fitted effect of over 55% in size
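Heparin-induced (20 uM) aggregation of recombinant human K18 P301L tau, 15 uM unlabeled with 0.24 uM labeled, pH 7 acetate buffer, 6 hr at 37 C with compound. Fibrils quantified by 30 uM ThT fluorescence after 1 hr ambient incubation.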
HTT cytoprotect: Huntington cell model cytoprotection by ATP luminescence. PC12 HTT-Q103 induced, cytoprotection, ATP luminescence, 40 h. Potency, µM (titrated, usually from 56.4 µM), for the others: cytoprotection (ATP increase), usual class: activators. 0.14% of 230,000 active;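 also: % of control where 0% means no effect; nearly all actives have a fitted effect of over 45% in size; toxic huntingtin expression switched on by the ecdysone agonist tebufenozide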
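Quantitative HTS on tebufenozide-induced (100 nM) PC12 cells expressing HTTQ103 exon 1–GFP; compounds tested as a concentration series; survival measured via cellular ATP.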
Active calls of the source: *; [ ] = another dose, or the depositor's remark. Unless noted, calls follow the shape of the dose curve; as a rule, active = well fitted curve in the direction sought with a large enough effect; inconclusive = small, poorly fitted or top-dose-only effect, or another doubt; inactive = no such curve, though single readings can be large; an effect the other way counts as inactive or inconclusive. Potency is read from the fitted curve at half-maximal effect. Not all compounds are listed, so the mix of outcomes need not match the whole.

Results for CCOc1ccc2nc(NC(=O)c3cccnc3)sc2c1 ?
ALDH1A1 inh: 9%; Tau FP inhib: 2%; HttQ103 aggreg: -10%; SMN2 splice enh: 7.9µM*; JMJD2E inh: 1%; Tau fluor cs: -5%; Tau fibril ThT: inconclusive; HTT cytoprotect: 0%[10 µM]

Results for OCC1(CCc2ccccc2)CCN(Cc2ccccc2Cl)CC1 ?
ALDH1A1 inh: -4%; Tau FP inhib: 10%; HttQ103 aggreg: -13%[9.22 µM]; JMJD2E inh: 5%; Tau fluor cs: 3%; Tau fibril ThT: 4%; HTT cytoprotect: -3%[10 µM]

Results for Cc1cc(O)c2c(c1O)C(=O)C(O)=C(O)C2=O ?
ALDH1A1 inh: inconclusive; Tau FP inhib: 18µM*; SMN2 splice enh: -9%; JMJD2E inh: inconclusive; Tau fluor cs: inconclusive; Tau fibril ThT: 13µM*; HTT cytoprotect: -31%

Results for COc1ccc(S(=O)(=O)N(C)CC(=O)NC2CC2)cc1 ?
ALDH1A1 inh: 5%; Tau FP inhib: 3%; HttQ103 aggreg: -5%; SMN2 splice enh: 21%; JMJD2E inh: -2%; Tau fluor cs: 3%; Tau fibril ThT: 3%; HTT cytoprotect: -1%

Results for CCOC(=O)C(CC)Sc1ncnc2sc3c(c12)CCCC3 (stereo unspecified) ?
Tau FP inhib: -13%; SMN2 splice enh: -14%; Tau fluor cs: -8%; Tau fibril ThT: -13%

Results for Nn1c(Cc2cccc3ccccc23)nnc1SCn1nnc2ccccc2c1=O ?
ALDH1A1 inh: -1%; Tau FP inhib: 1%; HttQ103 aggreg: 4%; SMN2 splice enh: -37%[inhibitor]; JMJD2E inh: -2%; Tau fluor cs: -7%; Tau fibril ThT: -9%; HTT cytoprotect: -3%

How did CN(C)c1ccnc(-c2cccc(NS(C)(=O)=O)c2)n1 do in these assays?
ALDH1A1 inh: -9%; Tau FP inhib: 6%; SMN2 splice enh: inconclusive; JMJD2E inh: -7%; Tau fluor cs: 3%; Tau fibril ThT: -2%; HTT cytoprotect: -37%[inhibitor]

Results for CCOC(=O)c1ccc(NC(=S)NCC(O)c2ccccc2)cc1 (stereo unspecified) ?
ALDH1A1 inh: inconclusive; Tau FP inhib: 0%; HttQ103 aggreg: inconclusive; JMJD2E inh: inconclusive; Tau fluor cs: inconclusive; Tau fibril ThT: inconclusive; HTT cytoprotect: -8%

How did CC(C)C(NC(=O)Cc1ccccc1[N+](=O)[O-])C(C)C do in these assays?
ALDH1A1 inh: 12%; Tau FP inhib: 5%; HttQ103 aggreg: -2%; JMJD2E inh: 0%; Tau fluor cs: 2%; Tau fibril ThT: 0%; HTT cytoprotect: 1%[10 µM]

How did CC(c1ccon1)N(C)Cc1cn(C)nc1-c1ccc2c(c1)OCCO2 (stereo unspecified) do in these assays?
Tau FP inhib: -3%; HttQ103 aggreg: -17%[9.22 µM]; JMJD2E inh: 3%; Tau fluor cs: 1%; Tau fibril ThT: 1%; HTT cytoprotect: 12%[10 µM]

What do the screens show for `COC(c1ccccc1)c1nnc(CCC(=O)NC2CCCCC2)o1` (stereo unspecified)?
ALDH1A1 inh: inconclusive; Tau FP inhib: 0%; HttQ103 aggreg: 5%[9.22 µM]; JMJD2E inh: -9%; Tau fluor cs: -6%; Tau fibril ThT: 0%; HTT cytoprotect: -4%[10 µM]

Results for CCCOc1cccc(C(=O)Nc2cccnc2)c1 ?
ALDH1A1 inh: 12%; Tau FP inhib: -4%; HttQ103 aggreg: -9%; SMN2 splice enh: -14%; JMJD2E inh: 0%; Tau fluor cs: -13%; Tau fibril ThT: -14%; HTT cytoprotect: -21%

Filtered by structure: the entries above with four or more nitrogen atoms.
Results for Nn1c(Cc2cccc3ccccc23)nnc1SCn1nnc2ccccc2c1=O ?
ALDH1A1 inh: -1%; Tau FP inhib: 1%; HttQ103 aggreg: 4%; SMN2 splice enh: -37%[inhibitor]; JMJD2E inh: -2%; Tau fluor cs: -7%; Tau fibril ThT: -9%; HTT cytoprotect: -3%

How did CN(C)c1ccnc(-c2cccc(NS(C)(=O)=O)c2)n1 do in these assays?
ALDH1A1 inh: -9%; Tau FP inhib: 6%; SMN2 splice enh: inconclusive; JMJD2E inh: -7%; Tau fluor cs: 3%; Tau fibril ThT: -2%; HTT cytoprotect: -37%[inhibitor]

How did CC(c1ccon1)N(C)Cc1cn(C)nc1-c1ccc2c(c1)OCCO2 (stereo unspecified) do in these assays?
Tau FP inhib: -3%; HttQ103 aggreg: -17%[9.22 µM]; JMJD2E inh: 3%; Tau fluor cs: 1%; Tau fibril ThT: 1%; HTT cytoprotect: 12%[10 µM]

Later entries.
Results for Cc1nc2cc(-n3ccc(=O)cc3)ccc2n1-c1ccccc1 ?
ALDH1A1 inh: -3%; Tau FP inhib: 5%; HttQ103 aggreg: 5%; SMN2 splice enh: inconclusive; JMJD2E inh: inconclusive; Tau fluor cs: 13%; Tau fibril ThT: 6%; HTT cytoprotect: -9%

What do the screens show for `O=c1cc(-c2ccccc2)oc2c(O)c(O)ccc12`?
ALDH1A1 inh: 4µM*; Tau FP inhib: -9%; SMN2 splice enh: -71%[inhibitor]; JMJD2E inh: 7.9µM*; Tau fluor cs: inconclusive; Tau fibril ThT: inconclusive; HTT cytoprotect: -205%[inhibitor]

What do the screens show for `COCON1C(=O)CN(C(C)=O)C1c1ccc(Cl)cc1Cl` (stereo unspecified)?
ALDH1A1 inh: -7%; Tau FP inhib: -2%; HttQ103 aggreg: 3%; SMN2 splice enh: -12%; JMJD2E inh: 5%; Tau fluor cs: 3%; Tau fibril ThT: 1%; HTT cytoprotect: -20%

What do the screens show for `CCOc1ccc(N2C(=O)CC(n3ccc(C)n3)C2=O)cc1` (stereo unspecified)?
ALDH1A1 inh: 0%; Tau FP inhib: -5%; HttQ103 aggreg: 3%; SMN2 splice enh: 5%; JMJD2E inh: 1%; Tau fluor cs: 0%; Tau fibril ThT: -4%; HTT cytoprotect: -4%[10 µM]

What do the screens show for `CCCOc1cccc(C2c3c(oc4ccccc4c3=O)C(=O)N2c2nncs2)c1` (stereo unspecified)?
Tau FP inhib: -2%; SMN2 splice enh: 0%; Tau fluor cs: -11%; Tau fibril ThT: 2%

How did CSc1nc2cc3c(cc2n1C(=O)c1ccc(C)cc1)OCCO3 do in these assays?
ALDH1A1 inh: 2%; Tau FP inhib: -5%; HttQ103 aggreg: -5%; SMN2 splice enh: 7%; JMJD2E inh: inconclusive; Tau fluor cs: -6%; Tau fibril ThT: -15%; HTT cytoprotect: 8%[10 µM]

How did COc1cc2c(cc1OC)C(c1ccco1)CC(=O)N2 (stereo unspecified) do in these assays?
ALDH1A1 inh: -4%; Tau FP inhib: 3%; HttQ103 aggreg: 5%; SMN2 splice enh: 16%; JMJD2E inh: -10%; Tau fluor cs: -1%; Tau fibril ThT: -9%; HTT cytoprotect: 15%[10 µM]

Results for CC(=O)c1c(C)nc(C)nc1NC(=O)Cc1ccccc1 ?
ALDH1A1 inh: 1%; Tau FP inhib: 1%; HttQ103 aggreg: -2%; SMN2 splice enh: 5%; JMJD2E inh: -9%; Tau fluor cs: 0%; Tau fibril ThT: -3%; HTT cytoprotect: -2%[10 µM]

What do the screens show for `CCn1c(SCC(=O)OC2CCCCC2)nc2ccccc2c1=O`?
ALDH1A1 inh: inconclusive; Tau FP inhib: -4%; HttQ103 aggreg: 0.63µM*; SMN2 splice enh: 14%; JMJD2E inh: -3%; Tau fluor cs: -12%; Tau fibril ThT: inconclusive; HTT cytoprotect: -3%[10 µM]

Results for CC(C)(C)NC(=O)C(=O)NC(=O)c1c(F)cccc1Cl ?
ALDH1A1 inh: 0%; Tau FP inhib: -3%; HttQ103 aggreg: -3%[9.22 µM]; JMJD2E inh: -7%; Tau fluor cs: -14%; Tau fibril ThT: -8%; HTT cytoprotect: -7%[10 µM]

Results for CSc1ccc(CCNC(=O)Cn2c(C)c3cnn(-c4ccccc4)c(=O)c3c2C)cc1 ?
Tau FP inhib: -2%; SMN2 splice enh: 9%; Tau fluor cs: -14%; Tau fibril ThT: -4%

How did COc1cc(O)ccc1-c1nc2cc(C)ccn2c1Nc1ccccc1C do in these assays?
Tau FP inhib: inconclusive; SMN2 splice enh: inconclusive; Tau fluor cs: inconclusive; Tau fibril ThT: inconclusive

How did CCCOC(=O)CSC1=C(C#N)C(c2ccccc2OCC)C(C#N)C(=O)N1 (stereo unspecified) do in these assays?
ALDH1A1 inh: inconclusive; Tau FP inhib: 3%; HttQ103 aggreg: -6%[9.22 µM]; SMN2 splice enh: 1%; JMJD2E inh: 6%; Tau fluor cs: -7%; Tau fibril ThT: -7%; HTT cytoprotect: -13%

How did CCC(C)(C)n1nnnc1C(c1ccc(O)c(OC)c1)N1CCN(c2nc3ccccc3s2)CC1 (stereo unspecified) do in these assays?
ALDH1A1 inh: -13%; Tau FP inhib: -15%; HttQ103 aggreg: inconclusive; SMN2 splice enh: -3%; JMJD2E inh: -8%; Tau fluor cs: -20%; Tau fibril ThT: inconclusive; HTT cytoprotect: -25%

Results for Cc1ccc2oc(C(=O)Nc3sc4c(c3C(=O)NCc3ccccc3)CCCC4)cc(=O)c2c1 ?
Tau FP inhib: -6%; SMN2 splice enh: 2%; Tau fluor cs: -13%; Tau fibril ThT: inconclusive

How did Cn1c(=O)n(CCCOc2ccc(Cl)cc2)c2ccccc21 do in these assays?
ALDH1A1 inh: 1%; Tau FP inhib: 1%; HttQ103 aggreg: -31%; SMN2 splice enh: -10%; JMJD2E inh: 1%; Tau fluor cs: -13%; Tau fibril ThT: -14%; HTT cytoprotect: 10%[10 µM]

Results for Cc1ccc(-n2c3c(cc(-c4nc(-c5ccc(Cl)cc5)cs4)c2=O)C(=O)CC(C)(C)C3)cc1C ?
Tau FP inhib: -4%; SMN2 splice enh: 5%; Tau fluor cs: -16%; Tau fibril ThT: -8%

What do the screens show for `S=C(Nc1ccccc1)N1CCN(C(=S)c2ccccc2)CC1`?
ALDH1A1 inh: 13µM*; Tau FP inhib: -11%; HttQ103 aggreg: -17%; SMN2 splice enh: -13%; JMJD2E inh: -9%; Tau fluor cs: -12%; Tau fibril ThT: -10%; HTT cytoprotect: 0%

Source: PubChem BioAssay (National Center for Advancing Translational Sciences (NCATS))
